# From PubChem
# PTHR1 agonist – activates the human parathyroid hormone receptor PTHR1; 410,000 compounds, 0.075% hits; AID 743266; HEK293 GP2 PTHR1 cells, GloSensor cAMP luminescence, 1 h; Potency, µM (doses to about 115 µM), for the others: at the highest dose activation, hits mostly activators; also: potency is read from the fitted curve at half-maximal effect; nearly all actives have a fitted effect of over 55% in size; some results filed as inactive show a strong effect at the top dose; inactives centre near -15; many of its hits are not listed in these tables
#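 HEK-293-derived GP2 cells expressing PTHR1 and a GloSensor cAMP reporter, 3,000/well, plated overnight, given luciferin plus IBMX (each 0.5 mM as added) for 1 h at 37 °C, then compound for 1 h at 37 °C. Luminescence was read after 15 min at room temperature.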
# D3 antag – antagonists of human D3 dopamine receptor. P35462. D3R cells, DiscoveRx beta-arrestin luminescence, antagonist mode; active compounds read low. max response, negative = inhibition, %. 360,000 compounds, 2.5% hits. AID 652054; in the data active = max response below about -50%; inconclusive = no clear call, values can overlap the other calls; also: % is scaled to controls: 0 for no effect and ±100 for the full control effect; mostly tested at two doses, the higher about 12 µM
# Target sequence (P35462 whole entry, looked up): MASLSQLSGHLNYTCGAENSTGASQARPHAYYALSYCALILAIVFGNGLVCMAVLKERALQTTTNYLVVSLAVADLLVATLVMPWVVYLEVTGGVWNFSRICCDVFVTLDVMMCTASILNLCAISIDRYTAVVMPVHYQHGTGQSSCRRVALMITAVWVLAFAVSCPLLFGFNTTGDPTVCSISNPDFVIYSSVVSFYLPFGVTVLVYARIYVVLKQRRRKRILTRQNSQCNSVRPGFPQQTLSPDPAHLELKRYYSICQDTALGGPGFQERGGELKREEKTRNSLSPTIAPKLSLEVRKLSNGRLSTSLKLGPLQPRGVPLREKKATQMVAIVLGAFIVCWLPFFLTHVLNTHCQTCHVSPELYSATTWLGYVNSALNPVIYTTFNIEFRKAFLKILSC
#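 Cells expressing the human receptor were seeded at 1500 cells/well, incubated overnight at 37 degrees C in 5% CO2, then exposed to library compounds with dopamine controls for 90 minutes at 37 degrees C before luminescent detection.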
# FUS yeast rescue – suppressors of FUS proteinopathy in yeast; S. cerevisiae FUS-expressing, growth rescue, OD600, 24 h; Potency, µM (top dose mostly 76.6 µM), without a hit: at the highest dose growth rescue (activation), hits mostly activators; 390,000 compounds, 0.24% hits;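 also: potency is read from the fitted curve at half-maximal effect; plate controls were DMSO vehicle for no effect and reference control for full effect; nearly all actives have a fitted effect of over 55% in size; some results filed as inactive show a strong effect at the top dose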
#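 Restored growth of FUS-toxic S. cerevisiae, read as 600 nm absorbance after 24 h at 30C in galactose medium (starting OD 0.005). Controls CP55940 and DMSO.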
# GLP-1R agonist – activates the human GLP-1 receptor; HEK293 GLP-1R CRE-luciferase, luminescence, 4-6 h; cells express a hypersensitive GLP-1R form; 380,000 compounds, 0.007% hits; Potency, µM (doses to about 45.6 µM), without a hit: top-dose activation, most hits filed as activators; P43220; also: potency is read from the fitted curve at half-maximal effect; % of control where 0% means no effect
# Target sequence (P43220 whole entry, looked up): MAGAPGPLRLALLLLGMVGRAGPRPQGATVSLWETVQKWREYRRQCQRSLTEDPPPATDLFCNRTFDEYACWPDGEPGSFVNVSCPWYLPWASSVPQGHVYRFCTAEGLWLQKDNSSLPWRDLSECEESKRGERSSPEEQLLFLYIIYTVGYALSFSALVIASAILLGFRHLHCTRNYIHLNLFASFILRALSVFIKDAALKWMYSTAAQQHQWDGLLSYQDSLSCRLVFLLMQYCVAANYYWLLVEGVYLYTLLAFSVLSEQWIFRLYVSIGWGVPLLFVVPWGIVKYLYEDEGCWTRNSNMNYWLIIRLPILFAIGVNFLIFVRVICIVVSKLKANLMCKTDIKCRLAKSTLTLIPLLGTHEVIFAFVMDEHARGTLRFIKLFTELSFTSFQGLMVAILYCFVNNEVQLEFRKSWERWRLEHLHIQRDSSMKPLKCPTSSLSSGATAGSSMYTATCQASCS
# Abeta yeast res – A-beta toxicity reversal in yeast | yeast expressing A-beta42, growth rescue, OD600, 48 h; response scale: 0% DMSO, 100% iron-clioquinol control | Potency, µM (titrated, usually from 46.1 µM), without a hit: at the highest dose growth rescue, usual class: activators | 410,000 compounds, 0.063% hits | AID 1347071; also: potency is read from the fitted curve at half-maximal effect; nearly all actives have a fitted effect of over 55% in size
#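 Yeast growth medium received pinned compounds, then yeast cells expressing toxic A-beta were added; plates incubated at 30 C for 48 hr. Growth read as absorbance at 600 nm, normalized to DMSO and equimolar FeCl3 plus clioquinol controls.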
# GLP1R inv ag – GLP-1 receptor (human) inverse agonism | P43220 | HEK293 GLP-1R CRE-luciferase, luminescence, 24 h; GLP-1R form is constitutively active | Potency, µM (titrated, usually from 38.3 µM), inactives show at the highest dose activity change, negative = inhibition, hits mostly inhibitors | 410,000 compounds, 1.6% hits; also: potency is read from the fitted curve at half-maximal effect; % is scaled to controls: 0 for no effect and ±100 for the full control effect; nearly all actives have a fitted effect of over 55% in size
#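 Assay principle: reduced luminescence from a cAMP-responsive reporter in HEK293 cells co-expressing a constitutively active GLP-1R. Conditions: 24 hr compound incubation, 37 deg C, 5% CO2.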
# pAkt inh – blocks phosphorylation of Akt. 360,000 compounds, 0.32% hits. Neuro2A IGF-stimulated pAkt S473 HTRF, 20 min; active compounds read low. activity change, % for hits at 50 µM; in the data active = activity change below about -80%; inconclusive = mostly about -51% to -80%; also: % is scaled to controls: 0 for no effect and ±100 for the full control effect
#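 Single-point screen (50 µM final compound) in Neuro2A cells stimulated 20 min with 6 nM IGF at 37 deg C. After lysis, Ser473-phosphorylated Akt read by HTRF (ex 330 nm, em 615/665 nm) as the 665/615 ratio.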
# aSyn yeast inh – inhibitors of alpha-synuclein toxicity in yeast | Yeast expressing alpha-synuclein, growth rescue, BacTiter-Glo, 24 h | Potency, µM (series often up to 46.1 µM), inactives show at the highest dose growth rescue (activation), hits mostly activators | 370,000 compounds, 0.14% hits | AID 652106; also: potency is read from the fitted curve at half-maximal effect; % of control where 0% means no effect; nearly all actives have a fitted effect of over 65% in size
#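 Screening used galactose-induced yeast with toxic alpha-synuclein levels, exposed to compound for 24 hr at 30 deg C. Cell growth, read with BacTiter-Glo luminescence, gave the measured signal.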
# TDP-43 yeast inh – rescues yeast growth from TDP-43 toxicity | AID 652104 | 410,000 compounds, 1.8% hits | TDP-43 expressing yeast growth rescue, BacTiter-Glo, 24 h | Potency, µM (series often up to 46.1 µM), for inactives: at the top dose growth rescue (activation), usual class: activators; also: potency is read from the fitted curve at half-maximal effect; % of control where 0% means no effect; nearly all actives have a fitted effect of over 50% in size
#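 Galactose-induced TDP-43 yeast, OD600=0.02, compound pinned; 24 hr, 30 deg C; BacTiter-Glo luminescence for growth. Inhibitors of TDP-43 toxicity read as activators.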
# Active calls of the source: *; i = inactive; ? = inconclusive; . = no result given; & = joins results of further samples; [ ] = dose if it differs, or a comment. Unless noted, calls follow the shape of the dose curve; as a rule, active = well fitted curve in the direction sought with a large enough effect; inconclusive = small, poorly fitted or top-dose-only effect, or another doubt; inactive = no such curve, though single readings can be large; an effect the other way counts as inactive or inconclusive. Not all compounds are listed. The share of hits here may be higher or lower than overall.
SMILES,PTHR1 agonist,D3 antag,FUS yeast rescue,GLP-1R agonist,Abeta yeast res,GLP1R inv ag,pAkt inh,aSyn yeast inh,TDP-43 yeast inh
O=C(c1ccco1)N(Cc1ccc([N+](=O)[O-])cc1)c1ccc(Br)cc1,-6.9%,1.0,4.6%,-2.1%,-12.3%,?,i,1.2%,31.6µM*
CC(N)C12CC3CC(CC(C3)C1)C2 (configuration not stated),-10.8%,-22.9&23.1,6.3%&-34.4%,26.5%&7.3%&4.2%,0.2%&-14.1%,-17.6%&-17.1%,i,1.3%&8.1%,19.3%&0.0%
CC(C)C(=O)N1CCN(c2ccccc2NC(=O)c2ccc3c(c2)OCCO3)CC1,-4.7%,-8.5,?,7.0%,17.1%,-1.6%,i,-2.9%,-16.4%
CC(=O)c1c[nH]c(C(=O)NCc2cccc(C(F)(F)F)c2)c1,-6.3%,-5.7,-4.6%,4.7%,19.6%,4.4%,i,-0.4%,3.6%
CCNC(=O)C1(C)CCN(C(=O)c2c(-c3ccccc3)noc2C)C1 (configuration not stated),-24.9%,1.9,-16.1%,4.1%,-15.6%,25.5%,i,-4.3%,14.2%
Cc1cc(C)cc(OCCSc2nc(-c3ccc(C(C)(C)C)cc3)nc3cc(=O)[nH]n23)c1,-72.5%[inhibitor],.,-12.4%,.,-0.4%,-3.5%,.,.,-8.8%
c1ccc(COCC2CCNCC2)cc1,-19.9%,-8.1,-9.8%,-3.0%,-3.0%,9.6%,i,1.4%,-12.3%
COC(=O)C(NC(C)=O)(Nc1nc2c(C)cc(C)cc2s1)C(F)(F)F (configuration not stated),i,-19.7,25.2%,-2.1%,-0.9%,?,i,-7.2%,-19.1%
CN1CCc2cc3c(c4c2C1CC41CCC(=NO)CC1)OCO3 (configuration not stated),-5.9%[57.5 µM],-21.8,-4.3%,-4.9%,5.7%,1.3%,i,1.7%,7.4%
O=C(O)CC(NC(=O)C1CCCCC1)c1ccc(OC2CCCC2)cc1 (configuration not stated),-14.5%,-14.5,14.2%,0.7%,23.5%,10.6%,i,6.0%,13.2%
CCOC(=O)C1(CC2CCCCO2)CCN(S(=O)(=O)c2ccc(OC)cc2)CC1 (configuration not stated),-7.3%,-16.9,-5.8%,-2.7%,3.1%,2.3%,i,1.4%,-1.4%
CCOc1ccccc1Nc1nnc(SCC(=O)NC2CC2)s1,i,22.4,-4.1%,4.4%,-4.7%,1.6%,i,2.2%,8.6%
CCOC(=O)c1c(-c2ccccc2)cn2ccccc12,-63.9%[inhibitor],0.0,-2.8%,?,12.4%,?,i,10.3%,6.1%
COc1ccc(-c2nnc(SCC(=O)NC(=O)Cc3ccccc3)n2C)cc1,-23.0%,2.3,-1.2%,-5.2%,-9.5%,3.8%,i,2.3%,6.2%
O=C1C2CSCN2C(=O)CN1CCCN1CCN(C(c2ccccc2)c2ccccc2)CC1 (configuration not stated),i,-3.6,1.4%,-3.7%,-3.2%,?,i,5.5%,2.3%
CCOC(=O)n1c(=O)n(Cc2ccc(F)cc2)c2ccccc21,i,0.5,13.3%,20.6%,-43.9%[inhibitor],?,i,4.2%,?
COc1ccc(S(=O)(=O)Nc2cccc3c2O[C@H](CN(C)Cc2ccncc2)[C@@H](C)CN([C@H](C)CO)C3=O)cc1,i,-28.8,13.8%,-4.5%,-1.5%,4.5%,i,1.7%,24.0%
CC1=CC(C)(C)[N+](C)=CN1c1ccccc1,i,3.8,10.1%,-0.6%,-19.9%,11.4%,i,-10.6%,-2.7%
O=S(=O)(Nn1cnnc1)c1ccc(F)cc1,i,-24.8,10.5%,5.4%,-12.4%,-23.0%,i,-2.7%,-6.0%
CC(CNC(=O)CN1C(=O)NC2(CCOc3ccccc32)C1=O)c1ccccc1 (configuration not stated),-54.8%[inhibitor],1.8,-7.5%,0.0%,-0.4%,-7.0%,i,4.6%,9.8%
O=C(Nc1cccc(C(F)(F)F)c1)Oc1ccccc1N1CCOCC1,i,-12.4,18.3%,7.4%,-4.5%,-29.5%,i,-1.4%,-0.9%
COC(=O)c1ccc(NC(=O)CN(C)S(=O)(=O)c2ccc(OC)c(C)c2)cc1,-30.1%[inhibitor],-24.8,14.9%,-4.7%,8.0%,-28.9%,i,-4.6%,7.1%
COc1cccc(Nc2nc(C)nc3c2oc2ccccc23)c1,-41.8%[inhibitor],15.3,15.7%,19.5%,-24.0%,?,i,-13.4%,15.5%
COc1ccc(OCC(=O)OCCN2C(=O)c3ccccc3C2=O)cc1,18.6%,0.0,7.3%,3.0%,-16.1%,-13.5%,.,.,-0.4%
CCCCc1nnc(SCCSc2nnc(CCCC)n2N)n1N,i,3.7,18.1%,-10.5%,19.4%,5.8%,i,-0.5%,-0.7%

# (next part)
SMILES,PTHR1 agonist,D3 antag,FUS yeast rescue,GLP-1R agonist,Abeta yeast res,GLP1R inv ag,pAkt inh,aSyn yeast inh,TDP-43 yeast inh
COc1nc(NCCO)nc(Nc2ccccc2F)n1,i,2.1,-14.6%,8.2%,2.1%,17.0%,i,1.1%,-13.7%
COc1ccc(C2=CC(c3ccc(Cl)cc3)n3cnnc3N2)cc1OC (configuration not stated),-47.0%[inhibitor],0.1,25.2%,0.4%,15.9%,0.2%,i,0.8%,0.0%
COc1cc(/C=N/NC(=O)C(C)Nc2n[nH]c(=O)[nH]c2=O)ccc1O (configuration not stated),i,-20.5,3.8%,-1.6%,4.9%,-9.4%,i,-10.4%,18.2%
CCOc1ccc(CN2CCNC(=O)C2CC(=O)NCc2csc(C)n2)cc1 (configuration not stated),-10.0%,2.8,.,0.8%,1.2%,4.9%,i,-7.5%,-16.3%
COc1cccc(C(=O)N2CCOCC2)c1OC,i,-0.9,-28.1%,0.7%,6.3%,16.6%,i,0.1%,21.1%[9.22 µM]
COc1ccccc1CN1CCCC(CN(CCN(C)C)C(=O)C2CCCC2)C1 (configuration not stated),i,11.2,1.2%,1.2%,1.2%,?,i,0.7%,6.6%
COc1cccc(NC(=O)[C@@H]2CCCN2C(=O)[C@@H]2Cc3ccccc3CN2C(=O)OC(C)(C)C)c1,i,-7.0,30.9%,-3.1%,24.5%,-29.5%,i,12.5%,6.8%
CCn1cc(C(=O)OCC(=O)c2ccc(Cl)cc2)c(=O)c2ccc(C)nc21,-3.7%,1.1,5.3%,6.9%,17.0%,1.9%,i,8.7%,0.0%
COc1cccc(CNC(=O)Cc2c(C)c3c(cc(C)c4c(C)coc43)oc2=O)c1,-13.2%,.,-27.4%,.,-12.9%,5.9%,.,.,0.4%
CCCCc1ccc(NC(=O)c2ccc(NS(C)(=O)=O)cc2)cc1,-9.9%,2.5,-5.8%,9.0%,8.2%,?,i,0.9%,-8.7%
Cc1ccc(/C=C/C(=O)Nc2ccncc2)o1,i,6.0,-12.0%,1.9%,0.2%,0.5%,i,-12.7%,-3.6%
O=C(Nc1ccc(F)c(F)c1)c1ccc(F)c(S(=O)(=O)N2CCC3(CC2)OCCO3)c1,-41.6%&-34.7%[inhibitor],3.9,-1.2%&20.2%,-1.3%,10.8%&12.1%,3.55µM*,i,-0.4%,?
CCn1c(=O)c(C(C)=O)nc2ccccc21,i,-19.5,-5.1%,7.4%,6.3%,17.4%,i,-1.2%,-4.8%
O=C(Nc1ccccc1OC(F)F)c1ccc(-n2cncn2)c([N+](=O)[O-])c1,i,?,4.0%,-0.1%,17.3%,3.0%,i,0.5%,22.3%
CCOC(=O)c1c(C)c2c(=O)[nH]cnc2n1-c1ccccc1,-20.6%,15.5,-23.9%,-1.8%,-18.5%,29.5%,i,-1.0%,10.9%
S=c1[nH]nc(Cc2cccc3ccccc23)n1-c1ccccc1,i,-51.3*,?,1.4%,36.9%,-9.6%,i,2.5%,?
CC1(C)CC2CC(C)(CN2CC(O)c2ccccc2)C1 (configuration not stated),i,-9.3,-36.1%,-7.1%,9.5%,18.7%,i,-9.0%,16.4%
CCCCCCN1C[C@H](O)[C@@H](n2cc(COC(=O)c3ccccc3)nn2)C[C@@H]1c1ccc(Cl)cc1,-49.9%[inhibitor],15.2,?,2.4%,3.0%,?,i,1.2%,20.3%
Cc1ccc(NC(=O)c2cc(-n3cnnc3)ccc2Cl)cc1,i,-27.9,20.9%,-3.5%,13.4%,3.8%,i,-0.5%,-7.3%
CC(=O)Nc1ccc(S(=O)(=O)N(C)CC(=O)OCC(=O)c2ccc3c(c2)NC(=O)CO3)cc1,?,-7.7,-0.4%,-4.6%,15.1%,-4.5%,i,4.9%,13.8%
CCCc1cc(=O)oc2cc(C)cc(OCC(=O)NC(Cc3c[nH]c4ccc(O)cc34)C(=O)O)c12 (configuration not stated),-0.4%,-22.7,-2.5%,-0.7%,-9.9%,-10.1%,i,-1.7%,12.7%
Cc1ccc(C(C(=O)NC2CCCC2)N2CCCC(C)C2)cc1 (configuration not stated),i,-2.5,-16.7%,-5.3%,11.1%,-3.4%,i,1.9%,17.3%
O=C(CNC(=O)C(c1ccccc1)c1ccccc1)N/N=C\c1ccc(C(=O)O)cc1,i,-22.0,-21.4%,-0.1%,.,2.4%,i,-6.6%,3.7%
CCn1c(SCC(=O)N2CCOCC2)nnc1-c1ccco1,i,5.1,8.3%,-0.9%,-5.8%,6.9%,i,-0.5%,-18.0%
CCC/C(=N\NC(=O)CCC(=O)NCc1ccccc1)c1ccccc1,-0.6%,-12.3,-7.5%,-0.7%,-3.3%,-32.0%,i,-0.6%,-14.9%
Cc1cccc(C)c1-n1nnnc1C(c1cccc2ccccc12)N1CCN(C/C=C/c2ccccc2)CC1 (configuration not stated),3.5%,-107.5*,?,-2.7%,-11.2%,?,i,-34.3%[inhibitor],-5.6%
